From PubChem
ATXN viability: cell viability loss in ATXN counter-screen; Potency, µM (top dose mostly 56.7 µM), usual class: cytotoxic; hit rate 0.49% among 400,000; S2 cells (HEK-293 line with an ATXN2-luciferase reporter) viability, CellTiter-Fluor protease fluorescence, 24 h; note: potency is the fitted concentration of half-maximal effect; nearly all actives have a fitted effect of over 40% in size
Nrf2 ARE act: Nrf2 pathway activation; AREc32 ARE-luciferase reporter (MCF7-derived line), luminescence, 24 h; Potency, µM (top dose mostly 46.1 µM), for inactives: at the top dose activation, most hits filed as activators; hit rate 0.31% among 410,000; AID 624171; note: potency is the fitted concentration of half-maximal effect; % of control where 0% means no effect; nearly all actives have a fitted effect of over 65% in size
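ARE-driven firefly luciferase activity in AREc32 cells measured after a 24 hr compound exposure at 37 deg C, using Steady-Glo reagent and a 30 min room-temperature hold.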
Nrf2 inh: Nrf2 pathway inhibition. Potency, µM (doses to about 46 µM), for the others: at the highest dose activity change, negative = inhibition, most hits filed as inhibitors. hit rate 2.1% among 360,000. A549 ARE-Fluc reporter, luciferase luminescence, 18-24 h; note: potency is the fitted concentration of half-maximal effect; % is set by controls: 0 for no effect and ±100 for the full control effect; nearly all actives have a fitted effect of over 60% in size
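Reporter: ARE-Fluc in A549. Exposure: 18-24 h, 37 °C, 5% CO2, 5% FBS OPTI-MEM. Readouts: fluorescent cytotoxicity (CellTiter-Fluor), then luminescent Nrf2 signal after BugLite.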
A549 viability: counter-screen for Nrf2 inhibitors: cytotoxicity in A549 cells. A549 ARE-Fluc cells, CellTiter-Fluor viability, 18-24 h. hit rate 0.16% among 390,000. Potency, µM (series often up to 46 µM), for the others: at the highest dose activity change, negative = cytotoxicity, usual class: inhibitors. AID 504648; note: potency is the fitted concentration of half-maximal effect; % is set by controls: 0 for no effect and ±100 for the full control effect
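Cytotoxicity counterscreen: CellTiter-Fluor fluorescence was measured in A549 ARE_Fluc cells after 18-24 h of compound exposure in a concentration series. The subsequent BugLite luminescent read reports ARE-luciferase activity.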
HepG2 tox: HepG2 cytotoxicity, counter-screen for TGF-b inhibitors. HepG2 CAGA-GFP viability, ATP luminescence, 18 h. Potency, µM (top dose mostly 46.1 µM), without a hit: top-dose activity change, negative = cytotoxicity, usual class: cytotoxic. hit rate 0.76% among 410,000. AID 588856; note: potency is the fitted concentration of half-maximal effect; some results filed as inactive show a strong effect at the top dose
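HepG2 CAGA-GFP cells (1000/well, DMEM with 1% FBS) received compound, then TGF-beta at 500 pg/mL final, and were incubated 18 hours at 37 degrees C. Viability was read by CellTiter-Glo luminescence. Media-only wells were set as complete cell-killing and DMSO as no toxicity.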
TGFb SMAD3 inh: TGF-b pathway inhibition; HepG2 CAGA-GFP TGF-b/SMAD3 reporter, GFP fluorescence, 18 h; TGF-beta stimulated, 500 pg/mL final; Potency, µM (series often up to 46.1 µM), for inactives: at the top dose activity, negative = inhibition, most hits filed as inhibitors; hit rate 1.2% among 410,000; AID 588855; note: potency is the fitted concentration of half-maximal effect; % is set by controls: 0 for no effect and ±100 for the full control effect; nearly all actives have a fitted effect of over 65% in size
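TGF-beta reporter screen: HEPG2 CAGA-GFP, 1% FBS, 500 pg/mL TGF-beta final, 18 h; per-cell GFP summed per well; curves fitted and categorized by class.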
MmCpn inh: M. maripaludis TRiC chaperonin inhibition. purified Mm-Cpn ATPase, ADP Transcreener TR-FRET. Potency, µM (series often up to 76.9 µM), for the others: at the highest dose activity, negative = inhibition, most hits filed as inhibitors. hit rate 0.031% among 330,000. AID 504842; note: potency is the fitted concentration of half-maximal effect; % is set by controls: 0 for no effect and ±100 for the full control effect; nearly all actives have a fitted effect of over 80% in size
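ATPase read-out: TR-FRET ADP immunoassay (anti-ADP Eu cryptate vs ADP-d2), ex 320 nm, em 590/665 nm; signal drops as ADP forms. Enzyme 25 nM, ATP 10 uM, 30 min at 37°C after 10 min compound preincubation.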
CCT chaperon mod: cytosolic chaperonin activity modulation; activity change, % (no concentration beside the values), hits read low; hit rate 0.3% among 360,000; purified chaperonin ATPase assay, HTRF ADP detection, 30 min; in the data active = activity change below about -30%; note: % is set by controls: 0 for no effect and ±100 for the full control effect
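TRiC at 40 or 20 nM final (batch-dependent) in 30 mM Tris pH 7.4, 100 mM KCl, 5 mM MgCl2, 1 mM DTT, with compound at single 76 uM and 10 uM ATP, 30 min at 37 deg C. ADP detected by HTRF Transcreener, 665/615 ratio.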
Akt phos inh: blocks phosphorylation of Akt; activity change, % for hits at 50 µM; hit rate 0.32% among 360,000; Neuro2A IGF-stimulated pAkt S473 HTRF, 20 min; active compounds read low; in the data active = activity change below about -80%; inconclusive = mostly about -51% to -80%; note: % is set by controls: 0 for no effect and ±100 for the full control effect
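Neuro2A cells in DMEM with 0.5% FBS, overnight at 37 deg C, given compound at single 50 µM final, then IGF (6 nM final) for 20 min at 37 deg C. Lysed; phospho-Akt Ser473 by HTRF after 24 h, 665/615 ratio.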
Active calls of the source: *; i = inactive; u = inconclusive; x = not tested or not shown; [ ] = dose if it differs, or a comment. Unless noted, calls come from the whole dose curve; as a rule, active = well fitted curve in the direction sought with a large enough effect; inconclusive = small, poorly fitted or top-dose-only effect, or another doubt; inactive = no such curve, though single readings can be large; an effect the other way counts as inactive or inconclusive. Compounds were not picked by outcome; any-hit rate near 4.4%.

compound	Nrf2 ARE act	CCT chaperon mod	A549 viability	TGFb SMAD3 inh	HepG2 tox	MmCpn inh	ATXN viability	Akt phos inh	Nrf2 inh
Cc1ccc(C)c(N(C)C(=O)c2cc3c(=O)[nH]c4ccc(C)cc4c3s2)c1	2.5%	-1.5	-3.9%	2.8%	2.0%	-7.8%	u	i	1.7%
CC(NC(=O)COC(=O)c1cccs1)c1ccccc1 (stereo not drawn)	5.2%	-2.5	-1.5%	0.0%	2.7%	3.1%	i	i	-24.5%
Cc1cc(C(=O)NCC(C)C)c2ccccc2n1	0.3%	-0.1	2.3%	-4.6%	-5.3%	0.1%	i	i	-5.6%
CCOC(=O)N1CCN(S(=O)(=O)c2ccc(C(=O)NNc3nc4cc(C)cc(C)c4s3)cc2)CC1	-0.1%	-0.1	u	u	-28.1%	-0.7%	i	i	3.66µM*
C=C(C)CC(Nc1ccc(OC)cc1)c1ccco1 (stereo not drawn)	-1.3%	1.0	1.9%	-1.6%	4.0%	0.4%	i	i	6.8%
Cc1ccc(NC(=O)C(=O)NCCCN2CC(C(=O)O)CC2=O)cc1 (stereo not drawn)	0.2%	-0.7	3.9%	19.5%	2.4%	1.2%	i	i	3.5%
CC(C)c1ccc(NC(=O)Cn2ncc3ccccc32)cc1	1.4%	1.7	0.4%	u	-6.1%	-0.3%	i	i	u
COc1cccc(NC(=O)c2ccc(NCCCN3CC(C)CC(C)C3)c([N+](=O)[O-])c2)c1 (stereo not drawn)	5.2%	-0.7	-14.3%	-18.5%	-12.2%	-0.8%	i	i	5.4%
CC12CCC(C(=O)NCc3ccc4c(c3)OCO4)(OC1=O)C2(C)C (stereo not drawn)	-0.7%	-0.8	9.3%	16.1%	-2.5%	-0.1%	i	i	-13.9%
CCCC[C@@H]1C[C@H]1[C@@H](NC(=O)c1ccco1)c1ccc(C(=O)OC)cc1	0.0%	0.0	3.7%	-11.5%	-1.4%	x	i	i	0.0%
COc1ccc(NC(=O)Cc2coc3cc(C)cc(C)c23)c(OC)c1	0.2%	x	-13.0%	0.1%	-11.1%	x	i	x	u
CC1=C(C(=O)N(C(C)C)C(C)C)CC(CC(=O)NCc2ccco2)C(=O)N1CCCN1CCCC1=O (stereo not drawn)	-0.2%	-0.1	x	-24.9%	-13.7%	x	i	i	x
COC(=O)c1ccccc1NN=Nc1ccccc1[N+](=O)[O-]	8.4%	0.5	x	11.9%	8.3%	x	i	i	x
Cc1cc(C)c2cc(C#N)c(SCC(=O)NCc3ccco3)nc2c1	3.5%	-3.5	-19.7%	-10.9%	-14.2%	-3.0%	i	i	-13.0%
Cc1cc(C)c2c(c1)OC(=O)CC2c1ccccc1C (stereo not drawn)	-0.9%	-1.3	2.4%	-18.1%	-11.9%	0.6%	i	i	4.0%
CC(=O)c1sc(=S)n(-c2ccc(Cl)cc2)c1C	4.0%	-0.6	2.3%	-12.0%	-9.8%	-2.4%	i	i	9.7%
COc1ccc2c(c1)CC(C(=O)NCCN1CCN(c3cccc(Cl)c3)CC1)CO2 (stereo not drawn)	4.2%	x	-3.2%	-10.3%	-25.7%	x	u	x	x
CC(C)CCC(O)(CCC(C)C)C(=O)NN1CCCCC1	0.2%	-0.6	-0.6%	-4.3%	17.6%	0.5%	i	i	10.0%
O=C(O)Cc1ccc(NC(=S)NCc2ccco2)cc1	-0.7%[9.22 µM]	1.3	-1.0%	8.2%	-0.9%	0.8%	i	i	-0.9%
CN(CCc1ccccn1)S(=O)(=O)c1ccc2c3c(cccc13)C(=O)N2	-0.8%	-1.5	-4.8%	-4.2%	-0.7%	-2.1%	i	i	-11.0%
Cc1cccc(C(=O)N2CCC(=O)N(C(COCc3cccc(C(F)(F)F)c3)Cc3ccccc3)CC2)c1 (stereo not drawn)	-0.6%	-1.0	u	u	-56.1%	-0.4%	31.6µM*	i	u
CN(C(=O)COC(=O)CNC(=O)c1cccs1)c1c(N)n(Cc2ccccc2)c(=O)[nH]c1=O	2.8%	0.9	-1.6%	6.2%	0.9%	-0.8%	i	i	14.9%
CCn1c(/N=C/c2c[nH]c3ccccc23)nc2ccccc21	-0.9%	0.5	-5.9%	-21.0%	-25.9%	-21.6%	u	x	x
COC(=O)Nc1ccc(S(=O)(=O)N2CCC(C)CC2)cc1	0.3%	-1.4	-6.9%	3.8%	-18.3%	1.7%	u	i	-8.4%
O=C(CNC(=O)c1ccc(F)cc1)OCc1cc(=O)n2ccsc2n1	-0.6%	x	0.0%	-1.2%	1.5%	x	i	x	15.4%
O=C(NNC(=O)c1ccc(Oc2ccc(C3SCCS3)cc2)o1)c1ccc(Cl)cc1	2.9%	-0.2	-8.3%	-11.6%	-23.2%	-2.2%	i	i	u
CCCCn1c(SCC(=O)c2ccc(O)c(O)c2)nc2ccsc2c1=O	-0.1%[9.22 µM]	0.5	1.7%	u	-8.0%	-1.2%	u	i	10.0%
CCCC(C)c1nnc(NC(=O)CS(=O)(=O)Cc2ccccc2)s1 (stereo not drawn)	-0.7%	-2.2	0.2%	-7.2%	-1.2%	1.1%	i	i	-11.6%
CC1=C(C(N)=O)C(c2cccc(O)c2)n2ncnc2N1 (stereo not drawn)	-0.2%	x	-0.6%	-1.3%	-14.9%	x	i	x	x
CC(=O)N[C@@H](Cc1ccc(O)cc1)CN1C(N)=NC[C@@H]1CC(C)C	-0.8%	-0.2	-6.8%	3.3%	14.0%	4.1%	i	i	5.7%
CC(C)(C)CN1CCN(CCCc2ccccc2)C(CCO)C1 (stereo not drawn)	0.3%	-0.9	2.2%	-1.8%	0.8%	-1.2%	i	i	8.3%
COC(=O)C1CCN(C2CC(=O)N(c3cc(C)cc(C)c3)C2=O)CC1 (stereo not drawn)	-0.4%	-2.5	1.0%	5.3%	-0.1%	-2.7%	i	i	-18.3%
CCOc1ccc(CCNC(=O)c2cc(S(=O)(=O)N3CCOCC3)ccc2C)cc1OCC	0.1%	2.2	-9.2%	-4.0%	3.9%	1.1%	i	i	-4.3%
O=C(Nc1ccc(Oc2ccccc2)cc1)C1CCCN(c2ncccn2)C1 (stereo not drawn)	-0.4%	-1.1	8.6%	7.3%	0.7%	-6.5%	i	i	3.0%
COc1ccc(Cn2ccc3nc(C)c(C(=O)Nc4cc(C)cc(C)c4)cc3c2=O)cc1	0.4%	x	10.4%	10.1%	6.0%	x	i	x	6.6%
O=C(c1ccc(Cl)c(S(=O)(=O)N2CCCCC2)c1)N1CCCCC1	0.2%	-2.7	-1.0%	0.0%	-6.5%	-1.7%	i	i	15.5%
CCN(CC)CCN(C(=O)c1ccc2ccccc2c1)c1nc2ccc(F)cc2s1	-1.0%	1.2	3.7%	6.3%	-5.3%	0.2%	i	i	u
Cc1cc([N+](=O)[O-])nn1CC(=O)N/N=C/c1ccccc1Br	-0.2%	-1.5	-0.6%	3.4%	5.1%	0.2%	i	i	-6.6%
COc1ccc(COC(=O)C2=C(C)NC(=O)CC2c2cccc(Cl)c2Cl)cc1 (stereo not drawn)	-0.6%	x	0.3%	u	5.4%	x	i	x	7.3%
Cc1cc(Br)ccc1NC(=O)CNC(=O)c1ccc(-n2cncn2)c([N+](=O)[O-])c1	0.5%	-2.6	-10.7%	6.2%	3.0%	-14.2%	i	i	-14.4%
CC(=O)N1CCN(S(=O)(=O)c2cccc(C(=O)N(Cc3ccccc3)c3cccc(C)c3)c2)CC1	-0.3%	-3.2	12.2%	-3.7%	-2.8%	-1.3%	i	i	-12.4%
COC(CNC(=O)c1ccc2c(c1)ncn2C1CCCCCC1)OC	-0.6%	-1.3	-3.8%	4.6%	-7.5%	2.3%	i	i	0.1%
O=C(CCCN=C1NS(=O)(=O)c2ccccc21)OCc1ccc(F)cc1	0.9%	-0.3	-4.4%	u	-6.3%	-1.2%	i	i	u
CCCN(CC(=O)Nc1ccc(F)c(F)c1F)C(=O)c1ccc2c(=O)n3c(nc2c1)CCC3	0.2%	-2.8	6.0%	-6.0%	-1.8%	-0.5%	i	i	14.5%
COc1ccccc1CNC(=O)C1CCC(CNS(=O)(=O)c2ccc(C)cc2)CC1 (stereo not drawn)	0.1%	-0.8	7.4%	-8.7%	-24.1%	0.8%	i	i	u
CC1(C(=O)Nc2cnc3ccccc3c2)CCN1Cc1ccc(OC(F)(F)F)cc1 (stereo not drawn)	4.6%	0.7	x	u	-34.5%	x	u	i	x
Cc1ccc(-c2nnc(SCC(=O)N3CCOCC3)nc2-c2ccc(C)cc2)cc1	1.2%	-0.7	0.2%	14.1%	-9.3%	-1.0%	i	i	1.6%
COc1ccccc1NC(=O)c1sc2nc(C)c(C(=O)Nc3ccc(C)cc3C)c(-c3cccs3)c2c1N	3.2%	x	14.4%	29.8%	0.8%	x	x	x	3.2%
CC(C)Nc1ncnc2ccc(Br)cc12	-1.7%	-15.0	-8.1%	-6.7%	-29.3%	-1.1%	i	i	10.3µM*
O=C(C[n+]1ccc(C(=O)c2ccccc2)cc1)Nc1cccc([N+](=O)[O-])c1	-0.1%	-0.9	x	x	x	x	i	i	x
NS(=O)(=O)c1ccc(NC(=O)/C=C/c2ccccc2Cl)cc1	0.0%	-2.9	-1.7%	17.5%	-2.0%	0.3%	u	i	-4.4%
CN1CCC(=NNC(=O)C(=O)Nc2ccccc2)CC1	3.7%	-4.5	-9.5%	-0.7%	-2.4%	-0.2%	i	i	7.4%
Cc1nn(C)c(C(=O)NC(=S)Nc2ccccc2O)c1Cl	11.5%	-2.7	1.0%	-22.5%	-16.1%	3.0%	i	i	8.5%
COc1ccc(S(=O)(=O)Nc2cc(C(=O)NCCC(C)C)ccc2N2CCOCC2)cc1	-0.6%	0.1	-1.0%	-4.6%	-0.8%	-2.1%	i	i	x
